From PubChem BioAssay
RBX1-CUL1 inh = inhibitors of human ROC1-CUL1 ubiquitin ligase activity; P62877+Q13616; 140,000 tested, 0.6% active; inhibition, % at 10 µM; AID 1347404; in vitro K48 di-Ub FRET, acceptor:donor ratio, 45 min; in the data active = inhibition above about 25%
Target sequence (P62877 whole entry, looked up): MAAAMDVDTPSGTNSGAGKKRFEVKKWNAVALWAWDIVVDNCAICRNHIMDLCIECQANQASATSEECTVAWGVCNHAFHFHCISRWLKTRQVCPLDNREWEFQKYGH
Target sequence (Q13616 whole entry, looked up): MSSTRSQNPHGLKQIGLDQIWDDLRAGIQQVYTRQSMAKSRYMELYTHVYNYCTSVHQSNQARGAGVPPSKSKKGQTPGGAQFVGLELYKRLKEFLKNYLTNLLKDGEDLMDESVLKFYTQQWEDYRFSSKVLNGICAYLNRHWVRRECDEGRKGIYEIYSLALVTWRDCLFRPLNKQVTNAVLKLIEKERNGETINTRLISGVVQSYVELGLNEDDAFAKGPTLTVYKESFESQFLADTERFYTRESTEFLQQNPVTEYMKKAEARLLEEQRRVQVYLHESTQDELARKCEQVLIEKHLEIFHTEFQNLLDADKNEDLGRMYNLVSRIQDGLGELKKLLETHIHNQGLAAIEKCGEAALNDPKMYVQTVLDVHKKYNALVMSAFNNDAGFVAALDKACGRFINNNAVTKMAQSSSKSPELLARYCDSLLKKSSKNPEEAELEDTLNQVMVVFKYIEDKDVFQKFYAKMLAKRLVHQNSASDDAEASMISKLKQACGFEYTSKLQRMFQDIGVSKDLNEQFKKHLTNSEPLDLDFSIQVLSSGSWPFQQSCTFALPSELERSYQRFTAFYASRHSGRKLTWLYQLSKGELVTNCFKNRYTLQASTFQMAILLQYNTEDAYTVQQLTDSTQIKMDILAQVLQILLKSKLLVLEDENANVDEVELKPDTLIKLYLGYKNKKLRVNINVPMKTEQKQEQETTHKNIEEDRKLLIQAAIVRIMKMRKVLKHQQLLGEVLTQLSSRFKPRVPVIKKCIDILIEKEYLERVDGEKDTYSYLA
An asterisk follows results filed as active. Not all compounds are listed; rates above refer to the full screens.

Structure	RBX1-CUL1 inh
CCC(=O)N1c2ccccc2CC1C(=O)NCc1ccc(OC(C)C)cc1 (stereo unspecified)	-8
Cc1ccccc1-c1cn2c(C(=O)N(C)CCN3CCOCC3)csc2n1	6
O=C1c2ccccc2C(=O)N1CCc1c[nH]c2ccc(OC(=O)C34CC5CC(CC(C5)C3)C4)cc12	-2
Cc1ccc(N2CC(C(=O)NC3CCCC3)CC2=O)cc1 (stereo unspecified)	-8
COc1ccc2occ(C(=O)c3coc4ccc(OC)cc34)c2c1	1
O=C1C(=O)N(CCN2CCOCC2)C(c2cccnc2)C1C(=O)c1cc2ccccc2o1 (stereo unspecified)	-3
CN(Cc1nc2ccccc2s1)Cc1cn[nH]c1-c1ccc2c(c1)OCO2	-2
N#CC1=CC2CCCCCCC2=NC1=S (stereo unspecified)	0
CCOc1cc(/C=C2/C(=N)N3C=C(C)SC3=NC2=O)ccc1OCCOc1ccc(C)c(C)c1	-2
O=C(NCCN1CCCCC1)c1ccc(Cn2c(SCc3cccc(F)c3)nc3cccnc32)cc1	-7
O=C(Nc1cccc(N2CCC(NCC(c3ccccc3)c3ccccc3)CC2)c1)c1ccncc1	6
Cc1ccc(-c2cc3c(c(OCC4CCCCO4)c2)OCCN(C(=O)c2csc(C)n2)C3)s1 (stereo unspecified)	4
CC(C)c1ccc(OCC(=O)NCCS(=O)(=O)N2CCN(c3ccc(F)cc3)CC2)cc1	-2
OC1CNc2nnc(-c3ccccc3)n2C1 (stereo unspecified)	9
CC(C)Nc1ccc(C(=O)NCCC2CCCCN2C)cn1 (stereo unspecified)	-5
Cc1ccc(SCS(=O)(=O)c2ccc(C)cc2)cc1	10
CCc1nnc2sc(Cc3noc4ccccc34)nn12	-1
CC(C)c1cnc2c(c1SCc1cccc(C(F)(F)F)c1)c(=O)n(C)c(=O)n2C	-9
Cc1ccc(Oc2ncccc2CNCc2cccnc2)cn1	4
Cc1ccc(-c2nn(-c3ccc(F)cc3)c3c2cnc2cc(F)c(F)cc23)cc1	-11
O=C(Cc1ccccn1)NC1CC(=O)N(Cc2ccc(F)cc2)C1 (stereo unspecified)	1
COc1ccc(Br)cc1CNc1ccc2[nH]c(=O)[nH]c2c1	1
CCOc1cc(C)c(C(C)C)cc1S(=O)(=O)NCc1ccccn1	0
Fc1ccc(-c2nn3c(-c4ccccn4)nnc3s2)cc1	4
COC(=O)c1cnn(-c2ccccc2)c1	-3
Cn1c(SCC(=O)Nc2ccccc2C(=O)NCc2ccccc2)nc2ccccc21	5
COc1ccc(OC)c(-c2cc(C(=O)Nc3cnn(Cc4ccc(Cl)cc4Cl)c3)no2)c1	-2
COc1cc(C(=O)NCCC(C)C)cc(OC)c1OC	-6
Cc1ccc2oc(=O)n(CCNC(=O)Nc3ccccc3C)c2c1	-5
O=C(O)C1CC(=O)n2c(nc3ccccc32)S1 (stereo unspecified)	-3

A second format for some results above:
> COC(=O)c1cnn(-c2ccccc2)c1
  RBX1-CUL1 inh: -3

> COc1cc(C(=O)NCCC(C)C)cc(OC)c1OC
  RBX1-CUL1 inh: -6

Next part.
Structure	RBX1-CUL1 inh
CC(Oc1ccc(F)cc1Cl)C(=O)N1CCN(c2ccccc2)CC1 (stereo unspecified)	2
COCCN(CC1CCN(Cc2ccccc2OC)CC1)C1CCN(C(C)=O)CC1	-11
CN(C)C1C(=N)C(=O)Oc2ccccc21 (stereo unspecified)	-2
OC1(c2ccc(F)cc2)CCNCC1	10
CN=C1C(N=Cc2cccnc2)C(=O)N(C)C(=O)N1C (stereo unspecified)	-11
Oc1c(C(c2cccs2)N2CCN(c3ccccc3)CC2)ccc2cccnc12 (stereo unspecified)	9
Cc1ccccc1N1C(=O)C2Cc3c([nH]c4ccccc34)C(c3ccccc3)N2C1=S (stereo unspecified)	-2
CCn1c(C2CC(=O)N(c3ccc(F)cc3)C2)nc2ccccc21 (stereo unspecified)	0
CC(=O)Nc1ccc(CN2CCC(c3nc(-c4ccncc4)ncc3-c3cccc(C)c3)CC2)cc1	-4
CNC(=O)COc1ccccc1C(=O)Nc1ccc(Oc2ccc(Cl)cc2)cc1	2
CCN1c2ccccc2C(c2ccccc2)=C(C(N)=O)C1C (stereo unspecified)	8
CC1Oc2ccccc2OC1C(=O)O (stereo unspecified)	7
CCO[C@H]1[C@H](NC(=O)CC)c2ccccc2C12CCN(C(=O)c1cc(OC)nc3ccccc13)CC2	-1
CN(C)C(=O)c1ccc(N2CCC(NCCC(c3ccc(F)cc3)c3ccco3)CC2)cc1 (stereo unspecified)	14
CC1(C)CC(=O)C(C=NCCCn2ccnc2)C(=O)C1	-4
CCCCN(CC)C(=O)c1ccc2c(c1)NC(=O)c1ccccc1S2	-7
CSc1ccc(CCNC(=O)Cn2ccc3cc(S(=O)(=O)N4CCCCCC4)ccc32)cc1	-5
CCCC1=NN2C(=N)/C(=C/c3cn(Cc4ccccc4F)c4ccccc34)C(=O)N=C2S1	-5
Cc1ccccc1N/N=C/c1ccc(-c2ccc(Br)cc2)o1	-3
Cc1cccc(N2CCN(S(=O)(=O)c3ccc4c(c3)CCCN4C(=O)C3CCC3)CC2)c1C	-1
Cc1ccc(C)c(-n2nnc(C(=O)Nc3c(C)cccc3C)c2C)c1	2
Cc1ccc(S(=O)(=O)NCCc2c(C)[nH]c3c(Cl)cccc23)c(C)c1C	4
CCN(CC)CCn1c(C)nc2c(sc3nc4c(cc32)COC(C)(C)C4)c1=O	9
O[C@H]1[C@H](N2CCc3[nH]c4ccccc4c3C2)c2ccccc2C12CCNCC2	0
O=C1CC(C(=O)Nc2ccccc2)N=C(N2CCN(c3ccccc3)CC2)N1 (stereo unspecified)	-2
Cn1cc(C(=O)NCc2ccc(F)cc2)c(=O)c2cc(S(=O)(=O)N3CCCCC3)ccc21	4
Cc1ccc(-n2nnc(C(=O)NCCc3cccs3)c2C)cc1	-1
O=c1c(SCc2ccccc2)c(SCc2ccc(Cl)cc2)cnn1-c1ccccc1	6
Cc1ccc(N2CCn3c2nc2c3c(=O)n(Cc3cccc(Cl)c3)c(=O)n2C)cc1C	-2
O=C(NC1CCCCC1)c1cccc(NC(=O)C2CC2)c1	7

Next structures:
Structure	RBX1-CUL1 inh
COc1ccccc1NC(=O)CN1C(=O)C(c2ccc(F)cc2)=NC12CCCCC2	-6
CSc1ccc(CC2(CCC(=O)NCc3cnn(Cc4ccccc4)c3)CCC(=O)N2)cc1 (stereo unspecified)	2
CS(=O)(=O)Nc1ccccc1C(=O)Nc1cccc(C(F)(F)F)c1	-4
Cc1cccc(C)c1-n1ncc(C(=O)NCCCN2CCC(C)CC2)c1C1CCN(C(=O)OC(C)(C)C)CC1	-7
CCN(CC)C1Cc2cc(Cl)ccc2Sc2ccccc21 (stereo unspecified)	-6
Cc1ccc(Cl)cc1N(C)C(=O)c1cc2ccc3cccnc3c2[nH]1	-2
CC(C)COc1ccc(CC(C#N)C(=O)O)cc1Cl (stereo unspecified)	4
CCOC(=O)c1ccc(NC(=O)CCn2c(=O)c3cccn3c3cccnc32)cc1	-6
COc1cccc(N=C2SC(C(=O)Nc3cccc(Cl)c3)CC(=O)N2C)c1 (stereo unspecified)	13
O=C(Nc1cccc(Br)c1)c1ccc(-c2ccccc2)cc1	-7
CCCC(C)n1nccc1NC(=O)Cn1cnc(Cl)c1Cl (stereo unspecified)	4
O=C(Nc1cccc(N2CCNC2=O)c1)C1CC12CCN(C(=O)/C=C/c1cc(F)ccc1F)CC2 (stereo unspecified)	7
CCS(=O)(=O)c1cccnc1S(=O)(=O)CC	3
COc1ccccc1OC/C=C/CN1CCCC(C)C1 (stereo unspecified)	-1
CCCCOc1ccc(Br)cc1C(=O)NC	-2
CCOCCCNC(=O)CSCc1ccc(Cl)cc1	-1
C[C@@H]1CN(C(=O)c2cn(CCN3CCCCC3)nn2)C[C@H](C)O1	-2
CCC(Oc1ccc2c(=O)c(Oc3ccc(OC)cc3)c(C(F)(F)F)oc2c1)C(=O)OCc1ccccc1 (stereo unspecified)	5
COCCC(=O)Nc1cc(C(=O)N2CCOc3ccccc3C2)cc2nc(-c3ccccc3)n(C)c12	6
O=C1Nc2ccccc2C(O)(C(=O)N2CCOCC2)N1c1cccc(C(F)(F)F)c1 (stereo unspecified)	4
CC(=O)c1sc(N2C(=O)C(=O)C(C(=O)c3cc4ccccc4o3)C2c2cccs2)nc1C (stereo unspecified)	-2
Cn1c(SCC(=O)c2ccccc2)nnc1-c1ccc(N)cc1	-1
Cc1ccccc1NC(=O)c1sc(Cl)nc1C	0
O=C1NCC2=Nc3ccccc3NC(c3ccc(Br)cc3)C12 (stereo unspecified)	0
COc1ccc(CC(=O)NCC(c2cccs2)S(=O)(=O)c2ccc(F)c(C)c2)cc1 (stereo unspecified)	-9
Cc1noc2ncnc(N3CCCC(C(=O)NC(C)C)C3)c12 (stereo unspecified)	0
COC(=O)C1C2CCC(C1C(=O)OC)N(C)C2=O (stereo unspecified)	4
Cc1nc2ccccc2n1Cc1cc(C(=O)NC(C)c2ccncn2)n[nH]1 (stereo unspecified)	-7
CCc1ccc(NC(=O)Cc2csc(COc3cccc(C)c3)n2)cc1	-2
Cc1ccc(C(=O)CC2(O)C(=O)N(Cc3ccccc3)c3ccccc32)c(C)c1 (stereo unspecified)	3

Reformatted with the structure last: entries from further up
| RBX1-CUL1 inh | molecule |
| --- | --- |
| -1 | COc1ccccc1OC/C=C/CN1CCCC(C)C1 (stereo unspecified) |
| -2 | CCCCOc1ccc(Br)cc1C(=O)NC |
| -1 | CCOCCCNC(=O)CSCc1ccc(Cl)cc1 |
| -2 | C[C@@H]1CN(C(=O)c2cn(CCN3CCCCC3)nn2)C[C@H](C)O1 |
| 5 | CCC(Oc1ccc2c(=O)c(Oc3ccc(OC)cc3)c(C(F)(F)F)oc2c1)C(=O)OCc1ccccc1 (stereo unspecified) |
| 6 | COCCC(=O)Nc1cc(C(=O)N2CCOc3ccccc3C2)cc2nc(-c3ccccc3)n(C)c12 |
| 4 | O=C1Nc2ccccc2C(O)(C(=O)N2CCOCC2)N1c1cccc(C(F)(F)F)c1 (stereo unspecified) |
| -2 | CC(=O)c1sc(N2C(=O)C(=O)C(C(=O)c3cc4ccccc4o3)C2c2cccs2)nc1C (stereo unspecified) |
| -1 | Cn1c(SCC(=O)c2ccccc2)nnc1-c1ccc(N)cc1 |
| 0 | Cc1ccccc1NC(=O)c1sc(Cl)nc1C |
| 0 | O=C1NCC2=Nc3ccccc3NC(c3ccc(Br)cc3)C12 (stereo unspecified) |
| -9 | COc1ccc(CC(=O)NCC(c2cccs2)S(=O)(=O)c2ccc(F)c(C)c2)cc1 (stereo unspecified) |
| 0 | Cc1noc2ncnc(N3CCCC(C(=O)NC(C)C)C3)c12 (stereo unspecified) |
| 4 | COC(=O)C1C2CCC(C1C(=O)OC)N(C)C2=O (stereo unspecified) |
| -7 | Cc1nc2ccccc2n1Cc1cc(C(=O)NC(C)c2ccncn2)n[nH]1 (stereo unspecified) |
| -2 | CCc1ccc(NC(=O)Cc2csc(COc3cccc(C)c3)n2)cc1 |
| 3 | Cc1ccc(C(=O)CC2(O)C(=O)N(Cc3ccccc3)c3ccccc32)c(C)c1 (stereo unspecified) |

(next part)
Structure	RBX1-CUL1 inh
Cc1nc(NC(=S)NC(=O)c2cccs2)sc1C(=O)N(C)C	0
O=C(CCC1CCCN(C(=O)c2ccnc(Cl)c2)C1)N1CCN(c2ccccn2)CC1 (stereo unspecified)	5
COc1cccc2sc(N(Cc3cccnc3)C(=O)c3ccco3)nc12	2
Cc1cc(C)c(S(=O)(=O)N(C)C)c(C)c1N(C)S(C)(=O)=O	-1
Cc1ccc(C)c(NC(=O)c2cnc3sc(N4CCOCC4)nn3c2=O)c1	3
CC1(C)C(=O)C2(C(=O)Nc3cccc(NC(=O)C45CCC(C4)C(C)(C)C5=O)c3)CCC1C2	-1
Cc1ccccc1C(=O)N(Cc1ccc(N(C)C)cc1)Cc1ccco1	-4
COc1ccc(C(=O)Oc2ccc(C(C)(C)C)cc2Br)cc1	-6
Cc1ccc2nc3c(cc(C(=O)N4CCN(c5ccc(F)cc5)CC4)n3C)c(=O)n2c1	5
COc1ccc(-c2nnc(-c3ccccc3)o2)cc1S(=O)(=O)NCCc1ccccc1	-1
CCN(CC)S(=O)(=O)c1ccc2nc(NC(=O)c3cccnc3)sc2c1	-20
OC1CO[C@@H]2C[C@@H](Nc3ccccn3)O[C@H]12 (stereo partly specified)	7
CC(C)CCNC(=O)c1ccc2c(c1)OCCO2	7
COc1ccc(CCN2C(=O)O[C@@H]3CN(c4ncccn4)C[C@@H]32)cc1	-1
COc1ccc(-c2ccccc2NC(=O)C2CCCN(Cc3cccnc3)C2)cc1 (stereo unspecified)	6
CCc1cc(Br)ccc1NC(=O)c1c(C)noc1C	1
Cc1ncoc1C(=O)N(CCc1ccccc1)CC1CCN(C)CC1	10
CCN(CC)S(=O)(=O)c1ccc2c(c1)c(=O)c(C(=O)N1CCN(c3cccc(Cl)c3)CC1)cn2C	3
CC1(C)OC(C)(C)/C(=C/c2ccc(Cl)cc2)C1=O	6
Cc1ccc(NC(=O)CC2(c3ccc(N(C)C)cc3)C(=O)c3ccccc3C2=O)cc1	-7
COc1cccc(CC(=O)N2CCC(C3(C)NC(=O)N(Cc4cccc(OC)c4OC)C3=O)CC2)c1 (stereo unspecified)	15
CCOc1cc(C2c3c(n[nH]c3C)OC(=N)C2C#N)c(Br)cc1OCc1ccccc1 (stereo unspecified)	2
Cc1cc(NC(=O)CNC2CCCCC2)c2ccccc2n1	-5
O=C1c2ccccc2C(=O)N1CCCSc1ccncc1	14
COc1cc2c(cc1NC(=O)Nc1cccc(C)c1)oc1ccccc12	3
COc1cc2c(cc1OC)CN(C1CCCN(C3CSCCSC3)C1)CC2 (stereo unspecified)	0
CCOc1cc(C(=O)NCCC(c2ccccc2)c2ccccc2)cc(OCC)c1OCC	-8
